High-throughput results as filed in PubChem.
HT1080NT lethal – qHTS for induction of synthetic lethality in tumor cells producing 2HG: qHTS for the HT-1080-NT fibrosarcoma cell line | HT-1080-NT fibrosarcoma viability, CellTiter-Glo ATP luminescence, 48 h | Potency, µM (highest dose often 46.1 µM), without a hit: at the top dose activity, negative = less viability, actives largely listed as cytotoxic | actives 1.6% (n = 360,000) | AID 686970, 2013;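 note: NT is the 2HG producing partner of a matched IDH1 knockdown line; potency is the fitted concentration of half-maximal effect; 0% = DMSO-treated cells and -100% = media-only wells without cells; nearly all actives have a fitted effect of over 55% in size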
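Fibrosarcoma NT cells, 750 per well in 5% FBS RPMI, were exposed to compound for 48 hours. Viability: CellTiter-Glo luminescence.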
KB-V1 MDR tox – qHTS assay for MDR1-selective chemotherapeutics: Primary screen using the drug-selected MDR subline cells KB-V1; KB-V1 MDR cells viability, CellTiter-Glo, 72 h; Potency, µM (titrated, usually from 46.1 µM), without a hit: at the top dose activity change, negative = cytotoxicity, usual class: cytotoxic; actives 3.4% (n = 400,000); note: potency is the fitted concentration of half-maximal effect; % is set by controls: 0 for no effect and ±100 for the full control effect; nearly all actives have a fitted effect of over 60% in size
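Drug-selected KB-V1 cells, grown in DMEM lacking phenol red with 10% FBS, receive compound titrations; after three days at 37 degrees C, surviving cell ATP is quantified by CellTiter-Glo luminescence and responses normalized and curve-fitted.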
HT1080 IDH1KD tx – qHTS for induction of synthetic lethality in tumor cells producing 2HG: qHTS for the HT-1080-IDH1KD cell line; HT-1080 IDH1 knockdown viability, ATP luminescence, 48 h; Potency, µM (titrated, usually from 46.1 µM), for the others: at the top dose activity, negative = toxicity, usual class: cytotoxic; actives 2% (n = 360,000);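 note: potency is the fitted concentration of half-maximal effect; 0% = DMSO wells and -100% = cell-free medium wells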
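CellTiter-Glo luminescence after 48 h compound exposure at 37 degrees C of IDH1-knockdown HT-1080 cells in 5% FBS RPMI. %Activity scaled between DMSO wells and cell-free media wells, with curves fitted and assigned curve classes.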
ATXN2 expr inh – Primary qHTS for Inhibitors of ATXN expression; HEK-293 ATXN2-luciferase reporter, luminescence, 24 h; Potency, µM (series often up to 57 µM), without a hit: top-dose activity change, negative = inhibition, actives largely listed as inhibitors; actives 0.72% (n = 360,000); AID 1745845, 2022; note: potency is the fitted concentration of half-maximal effect; % is set by controls: 0 for no effect and ±100 for the full control effect; nearly all actives have a fitted effect of over 55% in size
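qHTS (up to 57 uM final) was run with 24 h compound exposure of reporter cells at 37 °C. Each well was multiplexed: SteadyGlo luminescence measured ATXN2-luciferase expression after a fluorogenic Gly-Phe-AFC viability readout (25 uM final).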
MCF10A rerep – A quantitative high throughput screen for small molecules that induce DNA re-replication in MCF 10a normal breast cells; Potency, µM (highest dose often 46.1 µM), inactives show top-dose activity, positive = re-replication, usual class: activators; actives 2.9% (n = 350,000); MCF 10A DNA re-replication, Hoechst nuclear intensity, 48 h; note: potency is the fitted concentration of half-maximal effect; % of control where 0% means no effect; nearly all actives have a fitted effect of over 50% in size
IL-1B inflam inh – qHTS for Inhibitors of Inflammasome Signaling: IL-1-beta AlphaLISA Primary Screen | THP-1 LPS/ATP IL-1B secretion, AlphaLISA, 16 h; active compounds read low | AID 743279, 2014 | activity change, % at 57.5 µM | actives 4.7% (n = 360,000); in the data active = activity change below about -50%; inconclusive = mostly about -30% to -49%; note: % is set by controls: 0 for no effect and ±100 for the full control effect
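Secreted IL-1B measured by AlphaLISA bead assay after 16 h compound exposure of THP-1 cells; compounds (final up to 57.5 uM) added 1 h before LPS (250 ng/mL) and ATP (1.25 mM) stimulation; lower signal means less secretion.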
S2 tox – Viability Counterscreen for Primary qHTS for Inhibitors of ATXN expression | S2 cells (HEK-293 line with an ATXN2-luciferase reporter) viability, CellTiter-Fluor protease fluorescence, 24 h | Potency, µM (top dose mostly 56.7 µM), actives largely listed as cytotoxic | actives 0.49% (n = 400,000); note: potency is the fitted concentration of half-maximal effect; nearly all actives have a fitted effect of over 40% in size
KB-3-1 cytotox – qHTS assay for MDR1-selective chemotherapeutics: Primary screen using the parental adenocarcinoma cell KB-3-1; KB-3-1 viability, CellTiter-Glo ATP luminescence, 72 h; Potency, µM (titrated, usually from 46.1 µM), for the others: at the top dose activity change, negative = cytotoxic, most hits filed as cytotoxic; actives 1.4% (n = 400,000); note: potency is the fitted concentration of half-maximal effect; % is set by controls: 0 for no effect and ±100 for the full control effect; nearly all actives have a fitted effect of over 60% in size
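Cytotoxicity measured as CellTiter-Glo luminescence after 72 h at 37 C. Compound titrations were pinned onto drug-naive KB-3-1 parental adenocarcinoma cells grown in DMEM with 10% FBS, and normalized data fitted to concentration-response curves.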
SW480 rerep – A quantitative high throughput screen for small molecules that induce DNA re-replication in SW480 colon adenocarcinoma cells; SW480 DNA re-replication, Hoechst DNA content imaging, 48 h; Potency, µM (highest dose often 46.1 µM), inactives show top-dose re-replication activation, most hits filed as activators; actives 1.8% (n = 340,000); AID 624297, 2012; note: potency is the fitted concentration of half-maximal effect; % of control where 0% means no effect; nearly all actives have a fitted effect of over 55% in size
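Compounds, transferred as 23 nL by pin tool, were incubated with cells for 48 hr; DNA content per nucleus was then quantified by Hoechst staining and fluorescence plate imaging.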
* marks the source's active call; other numbers are inactive results; i = inactive; ? = inconclusive; / = no result given; & = joins results of further samples; [ ] = dose if it differs, or a comment. Unless noted, calls come from the whole dose curve; as a rule, active = well fitted curve in the direction sought with a large enough effect; inconclusive = small, poorly fitted or top-dose-only effect, or another doubt; inactive = no such curve, though single readings can be large; an effect the other way counts as inactive or inconclusive.

SMILES | HT1080NT lethal | KB-V1 MDR tox | HT1080 IDH1KD tx | ATXN2 expr inh | MCF10A rerep | IL-1B inflam inh | S2 tox | KB-3-1 cytotox | SW480 rerep
O=C(COC(=O)Cn1cnc2ccccc2c1=O)Nc1ccccc1Sc1ccc(Cl)cc1 | -2% | 13% | -1% | -9% | 11% | 0 | i | 0% | 6%
CCCCCCCCn1ccc(=N)cc1 | ? | 12% | -22% | ? | 0% | -10 | ? | 5.8µM* | -2%
O=C(Nc1ccccc1)N(C1=NCCCCS1)c1cccc2ccccc12 | -14% | ? | -21% | 10% | 2% | 1 | i | 1% | 6%
Cc1ccnc(NC(=O)CNC(=O)c2ccc(Br)o2)c1 | 11% | 0% | 16% | -2% | -20% | -14 | i | 2% | -83%[inhibitor]
Cc1cc(Nc2c(C)n(C)n(-c3ccccc3)c2=O)n2c(nc3cc(F)c(F)cc32)c1C#N | 30% | 1% | 0% | / | -4% | 0 | i | 11% | -14%
N/C(=N\OC(=O)CCC1CCCC1)c1cccnc1 | 20% | 14% | 8% | 10% | -4% | -3 | i | 4% | 3%
O=C1c2ccccc2C(=O)N1CCCc1cn(C[C@H]2CC[C@H](Cn3cc(CCCN4C(=O)c5ccccc5C4=O)nn3)O2)nn1 | -1% | 0% | -3% | -4% | -5% | -6 | i | 0% | 11%
Cc1ccc(S(=O)(=O)N2CCCC(c3nnc4n3-c3ccccc3SC4)C2)cc1 (configuration not stated) | 0% | -7% | -1% | -5% | 4% | -10 | i | -3% | 1%
Cc1cc(N2CCN(c3ccccc3)CC2)nc(NCc2ccccc2)n1 | 12% | -18% | 6% | -10% | 13% | 20 | i | 2% | 2%
COc1ccc(OC)c(C2NC(=O)NC(C)=C2C(=O)OC2CCCCC2)c1 (configuration not stated) | -13% | -13% | -15% | 14% | ? | -19 | i | -8% | ?
CCN(CC)S(=O)(=O)c1ccc(C(=O)OCC(=O)NCCN2C(=O)CSC2=O)cc1 | -4% | 0% | -4% | -16% | 5% | 0 | i | 0% | -56%[inhibitor]
CN(C)S(=O)(=O)c1ccc(N=Cc2c(C(F)(F)F)[nH][nH]c2=O)cc1 | 9% | 15% | 1% | / | -7% | 17 | i | -5% | 0%
O=C(CN1C(=O)c2ccccc2S1(=O)=O)NCCSCc1cccc(Cl)c1 | 11% | ? | 10% | -5% | -36%[inhibitor] | 16 | i | 9% | 0%
Cc1cc(Nc2cccc(F)c2)n2ncnc2n1 | -2% | -3% | 2% | 6% | 3% | 4 | i | 1% | -4%
Cc1ncsc1C(=O)N1N=C2/C(=C/c3ccccc3)CCCC2C1c1ccccc1 (configuration not stated) | 0% | 21µM* | -16% | 3% | 18% | -6 | ? | ? | ?
COc1cccc(/C=N/NC(=O)CN(C2=NS(=O)(=O)c3ccccc32)c2ccccc2)c1 | -11% | -9% | ? | 7% | 22% | -19 | i | 20% | -4%
Cc1ccc(SCC(=O)OCC(=O)NCCc2ccccc2)cc1C | 2% | 24% | 5% | 6% | -1% | 17 | i | -14% | -2%
O=C1NC2C(NC(=O)N2C2CCCCC2)N1C1CCCCC1 (configuration not stated) | 13% | 20% | 9% | 2% | -3% | 5 | i | 1% | -5%[9.22 µM]
COc1cccc(C(c2c(C)[nH]n(-c3ccccc3)c2=O)c2c(C)[nH]n(-c3ccccc3)c2=O)c1O | -1% | 5% | 1% | 5% | 8% | 10 | i | -10% | 3%
Cc1ccc(C(=O)OCC(=O)Nc2c(C)nn(-c3ccccc3)c2C)c(O)c1 | 2% | 5% | -1% | / | / | 14 | i | 3% | /

The final 2 compounds of the part before open the next one:
SMILES | HT1080NT lethal | KB-V1 MDR tox | HT1080 IDH1KD tx | ATXN2 expr inh | MCF10A rerep | IL-1B inflam inh | S2 tox | KB-3-1 cytotox | SW480 rerep
COc1cccc(C(c2c(C)[nH]n(-c3ccccc3)c2=O)c2c(C)[nH]n(-c3ccccc3)c2=O)c1O | -1% | 5% | 1% | 5% | 8% | 10 | i | -10% | 3%
Cc1ccc(C(=O)OCC(=O)Nc2c(C)nn(-c3ccccc3)c2C)c(O)c1 | 2% | 5% | -1% | / | / | 14 | i | 3% | /
CCC1(C)NC(=O)N(CC(=O)Nc2sc3c(c2C(N)=O)CCC3)C1=O (configuration not stated) | 5% | -3% | 0% | 6% | 3% | 2 | i | 8% | 5%
COc1ccc(NC(=O)Cn2nc(C(F)(F)F)c3c2CCCC3)cc1OC | 1%[9.24 µM] | 15%&0% | ? | -20%&-22% | ? | 0 | ? | 1%&-26% | 1%
CCOC(=O)Oc1ccc(C(=O)OCCCN(C)C)cc1OC | 5% | -9% | 11% | -4% | 1% | 10 | i | -9% | ?
CC(=O)N1CCCN(Cc2cn(-c3ccc(C)cc3)nc2-c2ccc(F)cc2)CC1 | -13% | -9% | -4% | 0% | ? | -78* | i | -1% | 8%[1.84 µM]
CC1CCN(C(c2ccc(N(C)C)cc2)c2nnnn2C(C)(C)C)CC1 (configuration not stated) | 11% | 13% | 17% | 7% | 3% | 7 | i | 2% | -5%
COc1ccc(/C=N/NC(=O)C(=O)NCc2cccnc2)cc1OC | 2% | 12% | -3% | 2% | 6% | -3 | i | 2% | -2%
C=C[C@@]1(C)CC(=O)[C@]2(O)[C@@]3(C)[C@@H](O)CCC(C)(C)[C@@H]3[C@H](O)[C@H](OC(C)=O)[C@@]2(C)O1 | 0% | 0% | -18% | 31%&2% | 8%&4% | -21 | i | 0% | -99%&8%[inhibitor]
CC(=O)NC(C)C12CC3CC(CC(C(=O)O)(C3)C1)C2 (configuration not stated) | 7% | 11% | 5% | 0% | 14% | -3 | i | -1% | -3%
CCN1CCN(Cc2nc3cc(NC(=O)COc4ccc([N+](=O)[O-])cc4)ccc3n2C)CC1 | -8% | ? | -1% | -7% | ? | 9 | i | -5% | -4%
COc1ccc2c(c1)sc(N)[n+]2Cc1cc(C)cc2cccnc12 | ? | 4.6µM* | 5.2µM* | -20% | 4.6µM* | -52* | ? | 4.6µM* | 8.2µM*
Cc1nn(C)c2c1c(C(F)(F)F)cc(=O)n2CC(=O)N1CCCCC1C (configuration not stated) | / | -26% | / | -16% | / | / | i | 6% | /
O=C(CN1C(=O)NC2(CCCCCC2)C1=O)Nc1ccc(Cl)cc1Cl | -18% | -17% | -20% | -18% | -5% | -13 | i | 2% | -12%
CNC(=S)Nn1cnc2ccccc21 | 2% | -11% | 14% | -2% | 2% | 34 | i | 3% | -8%
O=C(CN1C(=O)NC2(CCCCC2)C1=O)NNC(=O)C1CC1 | -6% | ? | -15% | -9% | -5% | -20 | i | -3% | ?
CCc1ccccc1NC(=O)CC1S/C(=N\c2nccs2)N(CC)C1=O (configuration not stated) | 3% | 8.2µM* | -3% | -7% | ? | -8 | i | -1% | 2%
Cc1ccc(-c2[nH]ncc2/C=C(\C#N)C(=O)NC2CCCCC2)cc1 | ? | -3% | ? | -32% | ? | -59* | ? | 3% | -2%
Cc1cc2c(cc1S(=O)(=O)N1CCC(C)CC1)OCC(=O)N2 | / | -15% | / | 1% | / | / | i | 14% | /
COc1ccc(-c2csc(/C(C#N)=C/Nc3cc4oc5ccccc5c4cc3OC)n2)cc1 | 17% | -3% | 16% | -11% | ? | 36 | / | 5% | 2%
Cc1cc2cc(CNC(=S)Nc3ccc(OC(F)F)cc3)ccc2n1C | 0% | 6% | -6% | -12% | ? | -9 | i | -19% | 1%
c1ccc(-c2noc(COc3ccc4c(c3)OCO4)n2)cc1 | -11% | 9% | ? | 52%[activator] | 2% | -11 | i | -1% | -1%
C=CCn1c(SCC(=O)N(C)CC(=O)Nc2ccc(C)cc2)nnc1-c1ccncc1 | 1% | -7% | 6% | -4% | -23% | 44 | i | 10% | -9%
CS(=O)(=O)N1CCN(c2ccc(C(=O)N3CCOCC3)cc2[N+](=O)[O-])CC1 | -6% | -1% | -14% | / | -2% | -1 | i | -1% | -40%[inhibitor]
CCc1cccc(CC)c1NC(=O)CCCSc1nc2ccccc2s1 | -3% | 12µM* | -22% | -7% | 15% | 0 | i | ? | /
O=C(Nc1ccnn1C1CCN(Cc2ccc(CO)o2)CC1)c1ccc2c(c1)OCO2 | 0% | / | 2% | -2% | 1% | 3 | i | / | 0%
COc1cc(OC)cc(-c2c(C#Cc3ccsc3)c3cc(-c4ccc(SC)cc4)ccc3n2C)c1 | ? | -9% | 1% | 9% | 18% | 3 | i | 14% | 12%
CCN1CCN(C(=O)N[C@@H](C(=O)N[C@@H]2C(=O)N3C(C(=O)O)=C(CSc4nnnn4C)CS[C@H]23)c2ccc(O)cc2)C(=O)C1=O | 9% | 2% | 2% | 4%&6% | -3% | 10 | i | 0% | -5%
COc1ccc(NC(=O)Cn2cc(S(=O)(=O)c3ccc(C)cc3)c(=O)c3ccccc32)cc1OC | / | -8% | / | 8% | / | / | i | -18% | /
CC(Sc1nnc(-c2ccccc2F)n1C1CC1)C(=O)NC(N)=O (configuration not stated) | 20% | -1% | 21% | 9% | 14% | -10 | i | -4% | -3%
COc1ccc(CC(=O)NNC(=O)COc2ccc3ccccc3c2)cc1 | 9% | -11% | 6% | 0% | 3% | -5 | i | 6% | -4%
CCCCCC(=O)N1CCCC1 | 19% | 16% | 18% | 2% | -3% | 4 | ? | 9% | -8%
CCCc1nc(SCC(=O)N2CCN(c3ccccc3)CC2)c2c(=O)n(C)c(=O)n(C)c2n1 | -12% | -3% | 4% | 1% | -2% | 16 | i | -9% | -17%
C=CCN(CC=C)S(=O)(=O)c1ccc2nsnc2c1 | -4% | 7% | -21% | 2% | 4% | 16 | i | -1% | -5%
